Bioassay records as filed in PubChem.
Mcl1-Noxa inh: Mcl-1/Noxa interaction inhibition | hit rate 1.5% among 220,000 | TR-FRET Mcl-1/Noxa peptide binding, 2 h | AID 1022 | Q07820 | inhibition, % at 21.7 µM;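 active means compounds that cut the protein-peptide binding signal by more than 50% relative to plate controls in a single-dose test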;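 further: His-tagged Mcl-1 with rhodamine Noxa BH3 peptide and terbium anti-His antibody; 0% = Mcl-1 plus Noxa peptide wells and 100% = peptide-only wells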
Target sequence (Q07820 whole entry, looked up): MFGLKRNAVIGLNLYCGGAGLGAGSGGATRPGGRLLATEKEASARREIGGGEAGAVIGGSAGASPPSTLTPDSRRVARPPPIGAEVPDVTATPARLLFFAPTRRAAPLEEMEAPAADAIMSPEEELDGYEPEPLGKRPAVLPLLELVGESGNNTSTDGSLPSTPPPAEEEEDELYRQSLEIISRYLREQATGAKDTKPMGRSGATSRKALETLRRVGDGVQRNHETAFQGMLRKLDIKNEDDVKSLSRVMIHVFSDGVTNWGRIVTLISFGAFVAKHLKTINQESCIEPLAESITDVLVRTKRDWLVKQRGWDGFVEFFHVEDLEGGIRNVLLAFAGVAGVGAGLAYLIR
Rac1 wt GTP bind: alters GTP binding to wildtype human Rac1; GST-Rac1 beads, fluorescent GTP binding, flow cytometry; actives lie on both sides; 0 = cold GTP competed, 100 = untreated; GTP binding activity (% of control), % at 10 µM; hit rate 0.27% among 190,000;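 active means GTP binding activity at least 20 points away from the 100% control level, either lower or higher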
HRas wt GTP: changes GTP binding to wildtype human HRas | P01112 | GST-Ras wt beads, Bodipy-FL-GTP binding, flow cytometry; actives lie on both sides | GTP binding activity, % at 10 µM | hit rate 0.14% among 190,000 | AID 759;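 active means GTP binding activity at least 20% away from the 100% baseline, either lowered as inhibitor or raised as activator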;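 further: 0% = unlabeled GTP competition control and 100% = no-compound control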
Target sequence (P01112 whole entry, looked up): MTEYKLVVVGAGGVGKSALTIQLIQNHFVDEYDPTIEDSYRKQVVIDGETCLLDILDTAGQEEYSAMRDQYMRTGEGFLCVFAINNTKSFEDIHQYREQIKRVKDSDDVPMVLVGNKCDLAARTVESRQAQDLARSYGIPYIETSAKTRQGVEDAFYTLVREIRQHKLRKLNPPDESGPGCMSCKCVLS
Cdc42 wt: changes GTP binding to wildtype human Cdc42; GST-Cdc42 beads, Bodipy-GTP binding, flow cytometry; actives lie on both sides; percent activity (GTP binding), % at 10 µM; hit rate 0.2% among 190,000;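 active means percent activity GTP binding at least 20 points away from the 100% baseline, either down as inhibitor or up as activator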;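 further: median bead fluorescence of bound Bodipy-FL-GTP at 100 nM; 0% = excess unlabeled GTP control and 100% = no compound control; below 100% means less GTP binding so inhibitor and above means activator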
Target sequence (P60953 whole entry, looked up): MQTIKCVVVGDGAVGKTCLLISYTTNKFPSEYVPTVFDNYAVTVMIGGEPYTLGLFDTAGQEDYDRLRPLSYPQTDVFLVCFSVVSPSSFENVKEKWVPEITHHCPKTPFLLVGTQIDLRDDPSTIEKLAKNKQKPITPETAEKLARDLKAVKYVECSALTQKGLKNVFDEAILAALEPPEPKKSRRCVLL
Avidin bead fluor: compound fluoresces at 488/530 nm on avidin beads; fluorescence (KMESF) at 10 µM; hit rate 0.38% among 220,000; AID 1775; compound fluorescence 488/530 nm, flow cytometry; stronger effect = higher value; in the data active means fluorescence above about 47; further: inactives centre near 10
Rab2A wt mod: changes GTP binding to wildtype dog Rab2A, up or down; P61105; GST-Rab2 wt beads, Bodipy-GTP binding, flow cytometry; GTP binding activity, % at 10 µM; hit rate 0.19% among 190,000; AID 760;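 active means GTP binding activity at least 20 points away from 100%, either lowered or raised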;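 further: 0% = beads with excess unlabeled GTP and 100% = no-compound control corrected for plate trend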
Pf gamet viab: P. falciparum stage V gametocyte viability inhibition. AID 743093. P. falciparum stage V gametocytes, ATP luminescence, 24 h. inhibition, % at 10.9 µM. hit rate 0.065% among 150,000;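 active means inhibition above the mean plus 3 SD of compounds within the control limits, set per campaign, cut at about 38% in these data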;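 further: 0% = DMSO wells and 100% = medium only without gametocytes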
Rac1 mut GTP: alters GTP binding to activated mutant human Rac1; hit rate 0.11% among 190,000; AID 764; GST-Rac1 activated beads, fluorescent GTP binding, flow cytometry; actives lie on both sides; 100% means binding = to untreated wells; P63000; percent activity (GTP binding), % at 10 µM;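 active means GTP binding at least 20 percentage points away from the 100% baseline, in either direction, so actives lie on both sides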
Rab7 wt GTP bind: modulators of GTP binding to dog Rab7 wildtype GTPase | hit rate 0.055% among 190,000 | GTP binding activity (percent of control), % at 10 µM | AID 758 | GST-Rab7 beads, fluorescent GTP binding, flow cytometry; actives lie on both sides; untreated = 100%, excess cold GTP = 0%;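 active means fluorescent GTP binding to Rab7 beads changed by at least 20 points from the 100% baseline, either direction, mostly lower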;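 further: median green fluorescence of bound Bodipy-FL-GTP per Rab7 bead population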
ABCG2 block: inhibitors of human ABCG2 transporter, ABCB1 counter-screen; Q9UNQ0; IgMXP3 cells, JC-1 efflux, flow cytometry; inhibition, % at 6.6 µM; hit rate 0.1% among 190,000; AID 1325;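 active means inhibition above 80%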;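 further: 0% = DMSO and 100% = nicardipine control wells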
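Incubation: cells with compound and JC-1, 10 min at 25 °C, rotating, no wash / Test system: IgMXP3 (ABCG2) plus far-red-tagged CCRF-Adr (ABCB1) cells / Compound dosing: one concentration, 6.6 µM final / Also added: JC-1 fluorescent substrate / Evaluation: efflux inhibition in percent versus controls / Detection: flow cytometry, 530 nm JC-1 signal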
ABCB1 block: blocks JC-1 efflux by human ABCB1 transporter. CCRF-Adr cells, flow cytometry. hit rate 0.067% among 190,000. P08183. inhibition, % at 6.6 µM; in the data active means inhibition above about 40%;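 further: 0% = vehicle and 100% = reference inhibitor; higher value means more JC-1 retained so stronger ABCB1 efflux block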
* hit, by the source's call; nt = not tested or not shown. Rows were taken by chance, and some 2.3% of all compounds hit somewhere here.

SMILES	Mcl1-Noxa inh	Rac1 wt GTP bind	HRas wt GTP	Cdc42 wt	Avidin bead fluor	Rab2A wt mod	Pf gamet viab	Rac1 mut GTP	Rab7 wt GTP bind	ABCG2 block	ABCB1 block
O=C(CSc1n[nH]c(-c2ccco2)n1)N1c2ccccc2Sc2ccccc21	19	104	100	102	31	98	-17	100	96	4	1.3
COc1ccccc1NC(=O)Cn1c2ccccc2c2nc3n(c(=O)c21)CCS3	8	93	93	91	8	93	-4	93	100	0	3.2
CCOC(=O)c1c(N)sc(C(O)(C(F)(F)F)C(F)(F)F)c1-c1ccc(Cl)cc1	28	109	100	103	12	99	-14	99	99	6	-0.1
Cc1ccc(NC(=O)C(=O)NCCN2CCN(S(C)(=O)=O)CC2)cc1C	-6	90	95	92	3	95	-3	95	96	7	2.2
COc1ccc(C(=O)Nc2nnc(-c3ccco3)s2)cc1	11	116	106	111	14	102	nt	105	104	3	0.2
COc1cc(/C=c2\s/c(=C\C(=O)C(C)(C)C)[nH]c2=O)cc(OC)c1OC	25	98	97	95	10	95	-7	92	102	2	0.9
COCCNC(=O)/C(C#N)=C/c1ccc(OCC(=O)NC2CCCCC2)cc1	11	104	99	96	23	101	6	97	97	7	0.6
Cc1nc2ccccn2c1/C(O)=C1\C(=O)C(=O)N(CCN2CCOCC2)C1c1cccs1 (centres undefined)	3	101	101	102	4	101	nt	100	98	1	0.3
O=C(Oc1ccc(-c2ccccc2)cc1)N1CCCCC1	25	94	97	97	14	95	18	94	93	6	1.3
CCN1CCN(C(c2cccs2)C(C)NC(=O)c2cccc(OC)c2OC)CC1 (centres undefined)	52*	102	98	98	10	96	nt	98	99	6	1.6
N/C(COc1ccc(C(=O)O)cc1)=N\O	18	98	97	100	8	96	nt	96	92	1	0.1
Cc1cc(OCCN2CCOCC2)ccc1[N+](=O)[O-]	30	106	102	105	6	103	5	101	101	-1	0.1
COc1ccc(CN2CCN(CCc3ccccc3)C(CCO)C2)cc1Cn1cncn1 (centres undefined)	-2	99	97	98	5	98	nt	98	95	1	0.0
Cc1cccc(Cc2c(C)[nH]c(=O)c(C#N)c2C)c1	7	97	98	96	8	98	nt	95	101	5	1.2
Cc1noc(C)c1S(=O)(=O)N(C)CC(=O)NCc1ccccc1	9	104	98	100	15	100	1	98	95	-1	-0.3
Cc1nonc1OCCn1c([N+](=O)[O-])cnc1C	13	98	95	97	10	98	6	97	98	2	0.5
COc1ccc(S(=O)(=O)Nc2ccc(NC(C)=O)cc2)cc1[N+](=O)[O-]	4	103	100	103	7	101	11	101	96	4	0.7
CC(C)N1C(=O)CC(Nc2ccc(N3CCOCC3)cc2)C1=O (centres undefined)	7	103	97	99	8	97	-7	96	94	11	-2.0
CCOC(=O)c1c(C)[nH]c(C)c1C(=O)CSc1nnc(-c2ccncc2)n1Cc1ccccc1	14	104	101	101	6	100	nt	101	101	4	0.6
Cc1nc(CS(=O)(=O)c2ccc(Cl)cc2)cc(N2CCOCC2)n1	6	96	97	96	37	94	-18	93	94	0	0.1
Cc1ccc(C)c(N2CCN(S(=O)(=O)c3ccc4c(c3)CCN4C(=O)CCC(=O)O)CC2)c1	6	98	98	95	8	96	nt	94	99	0	0.2
COc1ccc(/C=C2/C(=O)N=C3SCCN32)cc1	-9	107	101	103	30	100	nt	101	101	0	0.1
Cc1ccc2nc(SCC(=O)Nc3ccc(C)c([N+](=O)[O-])c3)[nH]c2c1	19	100	97	97	6	98	nt	100	97	-2	-0.3
Cc1cc(NC(=O)CSc2nc(C3CC3)nc3sc(C)c(C)c23)no1	-8	99	101	101	12	101	nt	99	98	3	0.6
CC(C)CC(NC(=O)C1CCCCC1)C(=O)N1CCN(c2ccccn2)CC1 (centres undefined)	-14	113	105	110	15	102	nt	105	101	3	3.7

3 compounds from above, sorted by molar mass, largest number first:
SMILES	Mcl1-Noxa inh	Rac1 wt GTP bind	HRas wt GTP	Cdc42 wt	Avidin bead fluor	Rab2A wt mod	Pf gamet viab	Rac1 mut GTP	Rab7 wt GTP bind	ABCG2 block	ABCB1 block
CCOC(=O)c1c(N)sc(C(O)(C(F)(F)F)C(F)(F)F)c1-c1ccc(Cl)cc1	28	109	100	103	12	99	-14	99	99	6	-0.1
CC(C)CC(NC(=O)C1CCCCC1)C(=O)N1CCN(c2ccccn2)CC1 (centres undefined)	-14	113	105	110	15	102	nt	105	101	3	3.7
Cc1cc(NC(=O)CSc2nc(C3CC3)nc3sc(C)c(C)c23)no1	-8	99	101	101	12	101	nt	99	98	3	0.6

(more compounds)
SMILES	Mcl1-Noxa inh	Rac1 wt GTP bind	HRas wt GTP	Cdc42 wt	Avidin bead fluor	Rab2A wt mod	Pf gamet viab	Rac1 mut GTP	Rab7 wt GTP bind	ABCG2 block	ABCB1 block
CC(C)CNc1nc(Oc2ccc(=O)[nH]n2)nc(N2CCOCC2)n1	15	106	100	94	9	98	-22	97	93	0	0.0
CCn1c(=S)[nH]c2cc(C(=O)O)ccc21	20	100	102	100	11	104	nt	95	107	9	0.4
COC(=O)Cn1cc([N+](=O)[O-])nc1C	1	102	99	102	10	97	nt	100	98	-1	-0.3
CCn1c2ccccc2c2cc(NC(=O)COC(=O)c3ccccc3F)ccc21	-2	102	98	100	3	96	3	100	102	-2	0.4
CC1Cc2ccccc2N1C(=O)CSc1nc2ccccc2s1 (centres undefined)	-8	105	98	106	3	97	nt	100	95	9	0.1
CCOc1ccc(OCCN2CCCCC2)cc1	25	106	108	105	6	108	nt	104	110	0	0.2
N#Cc1c(NC(=O)c2ccc(Cn3cc(Br)cn3)o2)sc2c1CCCCCC2	23	96	99	100	11	99	-10	95	97	3	1.2
COCCN(CC(=O)Nc1cccc(C)c1)S(=O)(=O)c1ccc(S(=O)(=O)N2CCCC2)cc1	4	102	101	102	7	103	4	99	103	1	0.4
O=C(CSc1nnc(NC(=O)C2CC2)s1)NCc1ccco1	9	101	97	100	10	96	15	98	96	10	-0.3
COC(=O)CSC(C(=O)Nc1ccc(C)c(C)c1)c1ccccc1 (centres undefined)	-10	99	98	99	8	98	-21	98	98	10	0.3
CC(=O)Nc1nc(SCc2cccc3ccccc23)n[nH]1	9	102	100	98	14	99	-18	98	98	-3	-0.9
COc1ccc(-c2cc(C(=O)Nc3c(C)n(C)n(-c4ccccc4)c3=O)no2)cc1	2	97	96	96	9	94	16	92	94	1	0.2
Nc1nnc(CCOc2ccc(Cl)cc2)s1	14	104	98	100	21	98	-17	99	99	5	0.6
c1ccc(Nc2c3c(nc4ccccc24)CCC3)cc1	41	96	95	95	9	95	nt	97	95	7	1.6
O=C(Nc1ccncc1)c1ccc(C(=O)Nc2ccncc2)cc1	1	93	92	94	12	94	-1	93	98	1	0.0
CC1=C(C(=O)N2CCOCC2)C(c2cc(C)ccc2C)NC(=S)N1 (centres undefined)	1	90	97	96	12	93	-6	94	100	-1	-0.1
COc1ccc(NC(=O)C(F)(OC)C(F)(F)F)c(OC)c1 (centres undefined)	-4	104	90	99	15	92	-24	94	85	9	0.8
CCNC(=O)NC(=O)COC(=O)CCCSc1nc2ccccc2s1	5	102	99	95	4	96	10	97	100	0	0.6
C=CCOC(=O)C1=C[C@H](c2cn(C(C)=O)c3ccccc23)C[C@H](OCCCCO)O1	-10	96	94	95	6	94	nt	93	96	1	0.9
CCN(CC)c1ccc(/C=N/NC(=O)c2cccc(S(=O)(=O)N3CCOCC3)c2)c(O)c1	12	88	91	94	7	89	nt	92	96	-7	-1.1
CN1C=CC=C/C1=C1/SC(=S)N(Cc2ccccc2)C1=O	20	106	100	103	2	99	nt	101	98	5	0.5
O=C1NCCN1Cc1cccc(Cl)c1	9	105	101	101	21	93	nt	97	92	1	0.5
O=c1[nH]c(SCc2ccccc2Cl)nc2c1cnn2-c1ccccc1	-6	104	102	99	7	100	nt	99	102	3	0.3
CC(/C=C/c1ccccc1)=N/NC(=O)CNC(=O)c1ccccc1F	0	107	99	103	14	101	nt	95	98	16	0.7
O=c1c(-c2ccc(O)cc2O)coc2cc(O)cc(O)c12	27	93	95	93	6	94	nt	93	103	5	0.6

(cont.)
SMILES	Mcl1-Noxa inh	Rac1 wt GTP bind	HRas wt GTP	Cdc42 wt	Avidin bead fluor	Rab2A wt mod	Pf gamet viab	Rac1 mut GTP	Rab7 wt GTP bind	ABCG2 block	ABCB1 block
Cc1ccc(NC(=O)c2ccc([N+](=O)[O-])o2)cc1C	4	98	96	97	3	95	7	95	96	11	0.5
NS(=O)(=O)c1ccc(N2C(=O)C3CC=CCC3C2=O)cc1 (centres undefined)	13	99	98	99	9	100	-10	96	96	2	0.5
CCCNC(=O)COC(=O)/C=C/c1ccc2c(c1)OCO2	10	106	103	103	2	101	19	103	104	1	0.0
CN(C)CCNC(=S)Nc1ccc(-c2nc3ccccc3[nH]2)cc1	0	102	100	98	22	100	nt	98	101	-2	-0.9
Cn1c(-c2ccc3c(c2)OCO3)cnc1NCc1cccc(O)c1	37	102	96	98	12	95	-3	96	95	11	0.9
O=C(CCc1ccc(S(=O)(=O)N2CCOCC2)cc1)NCCCN1CCCC1=O	5	97	99	99	17	97	-11	97	97	3	0.3
CCOc1ccc(NC(=O)C2CCC(N3C(=O)C4CC=CCC4C3=O)CC2)cc1 (centres undefined)	8	100	98	96	6	97	nt	97	97	0	-1.8
CCCc1nc2ccccc2c(=O)n1/N=C/c1ccc(O)c(O)c1	21	97	97	99	8	97	nt	97	95	5	0.6
C#CCSc1nc(-c2ccccc2)cc(C(F)(F)F)c1C#N	-7	98	98	97	7	97	nt	97	99	2	0.0
CC(C)c1nnc(NC(=O)c2ccc3c(c2)OCO3)s1	18	105	103	99	10	102	-9	94	109	11	0.7
O=C(O)CCC(=O)NC(c1ccccc1)c1ccccc1	21	100	96	97	11	98	22	96	99	0	0.0
COc1ccc(OCC(=O)N/N=C2\CCCc3ccccc32)cc1	-10	101	98	99	12	97	-15	97	98	0	-0.1
Cc1ccccc1N=Cc1cc2c(cc1O)OC(N)=C(C#N)C2c1ccccc1 (centres undefined)	8	98	97	97	9	100	-1	99	93	-5	-0.9
CCc1ccccc1N(C)C(=O)CCc1nc(-c2ccc(C)cc2)no1	20	106	100	102	37	98	9	96	99	20	1.0
Cc1ccc(C(=O)/C=C/Nc2ccccc2C(N)=O)o1	-6	101	100	102	8	101	17	99	100	4	0.2
C[C@@H](O)C1NC(=O)[C@H](CCCCN)NC(=O)c2cc([N+](=O)[O-])cc(I)c2NCCC[C@@H](C(N)=O)NC1=O (some centres undefined)	6	98	100	99	8	101	nt	97	102	2	-0.1
C=CCn1c(SCC(=O)Nc2cc(C)on2)nc2sc(C)c(C)c2c1=O	-6	102	100	102	10	97	nt	98	100	2	0.6
COc1cc(C(=O)Nc2nc(OC)c(-c3ccccc3)c(OC)n2)cc(OC)c1OC	4	106	102	108	35	100	nt	99	102	47	1.8
